Screening results deposited in PubChem by The Scripps Research Institute Molecular Screening Center.
TAAR1 antagonist – human TAAR1 antagonism; hit rate 1.5% among 360,000; Q96RJ0; inhibition, % at 3 µM; CHO RD-HGA16 TAAR1, Fluo-8 calcium fluorescence, antagonist;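 active = inhibition above a per-plate cutoff, the mean inhibition of test compounds on that plate plus 3 SD, cut at about 49% in these data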;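 note: 0% = DMSO plus EC80 beta-PEA response and 100% = DMSO alone without agonist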
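System: RD-HGA16 CHO cells with stable hTAAR1 and Gα16 | Probe or stimulus: EC80 β-phenethylamine stimulus | Dosing: 3 µM, single point | Times: Dye loading 75 min at 37 °C, then 30 min room temperature | Measured by: Fluo-8 calcium-sensitive fluorescence | Read-out basis: % inhibition of agonist calcium response | Replicates: n of 1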
CHO parental Ca – counter-screen for OX1R antagonists: effect in parental CHO cells | parental CHO-K1, ATP-induced calcium, Fluo-8 fluorescence | inhibition, % at 5.6 µM | AID 463079 | hit rate 0.63% among 330,000;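 active = inhibition above that plate's mean sample inhibition plus 3 SD, cut at about 26% in these data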;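 note: 0% = ATP-challenged DMSO wells and 100% = DMSO wells without ATP; some compounds past the cut are filed as inactive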
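Test system: parental CHO cells; detection: calcium-sensitive Fluo-8 fluorescence; evaluation: percent inhibition of calcium signal; also added: ATP as calcium-mobilizing challenge; repeats: one well per compound; control set: ATP-challenged DMSO wells low, unchallenged DMSO wells high; compound: single nominal dose of 5.6 µM per compound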
V1R ag counter – activates human V1a receptor in oxytocin agonist counter-screen; P37288; CHO-V1R cells, Fluo-8 calcium fluorescence, agonist mode; 0% DMSO, 100% 3 nM vasopressin; activation, % at 3 µM; hit rate 0.25% among 320,000; AID 2797;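 active = activation above the mean activation of all tested compounds plus 3 SD, per screening run, cut at about 20% in these data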;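 note: signal is peak over basal fluorescence ratio across a 100 second FLIPR read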
TAAR1 agonist – human TAAR1 agonism; Q96RJ0; CHO RD-HGA16 TAAR1, Fluo-8 calcium fluorescence; vehicle wells 0%, saturating PEA agonist 100%; activation, % at 3 µM; hit rate 0.99% among 360,000;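 active = activation above the mean activation of all test compounds in the run plus 3 SD, cut at about 38% in these data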
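Assay system – CHO-derived RD-HGA16 cells with stable Gα16 and human TAAR1 · Compound dosing – one-point dosing at 3 µM (nominal) · Incubation – 17-24 h seeding, 75 min 37 °C dye, 30 min RT · Measured by – kinetic Fluo-8 calcium fluorescence · Control set – DMSO vehicle as 0%, PEA at EC100 as 100% · Repeats – single well for each compound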
CHO-K1 Ca antag – nonselective inhibitor or artifact in parental CHO-K1 cells; inhibition, % at 3 µM; hit rate 0.6% among 360,000; ATP-induced calcium, Fluo-8 fluorescence;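 active = inhibition above a per-plate cutoff, the plate's mean sample inhibition plus 3 SD, cut at about 24% in these data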;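 note: 0% = DMSO plus EC80 ATP and 100% = DMSO alone without ATP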
M1 ag parental – counter-screen for M1 agonists: effect in parental CHO-K1 cells. Fluo-8 calcium fluorescence; scaled to maximal ATP response, vehicle zero. activation, % at 3 µM. hit rate 0.48% among 360,000; in the data active = activation above about 15%;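 note: untransfected CHO-K1 host cells lacking M1 receptor as counterscreen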
OXTR potentiator – potentiates the human oxytocin receptor response; AID 2445; activation, % at 3 µM; hit rate 0.061% among 320,000; CHO-OTR cells, Fluo-8 calcium fluorescence, potentiator mode; 0% = oxytocin EC15, 100% = EC100; P30559;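 active = activation above that plate's cutoff, the mean activation of tested compounds plus 3 SD, cut at about 6.6% in these data, passing the limit was not always enough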;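 note: 100% uses oxytocin at 75 nM as the full agonist control; some results filed as inactive read as strong as hits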
Target sequence (P30559 whole entry, looked up): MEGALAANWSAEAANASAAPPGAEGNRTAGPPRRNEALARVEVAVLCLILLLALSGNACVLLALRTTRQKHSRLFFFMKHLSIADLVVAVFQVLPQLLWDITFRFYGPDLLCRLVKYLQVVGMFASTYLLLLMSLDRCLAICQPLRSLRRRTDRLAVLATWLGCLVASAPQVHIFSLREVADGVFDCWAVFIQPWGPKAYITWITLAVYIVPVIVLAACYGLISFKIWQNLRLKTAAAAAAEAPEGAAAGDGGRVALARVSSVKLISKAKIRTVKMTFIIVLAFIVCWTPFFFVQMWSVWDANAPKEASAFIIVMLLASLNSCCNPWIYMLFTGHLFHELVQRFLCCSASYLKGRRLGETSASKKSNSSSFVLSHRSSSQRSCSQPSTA
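System: human OTR in CHO cells; Also added: sub-maximal oxytocin, roughly EC15; Timing: compound 6 min at room temperature before oxytocin, 100 s read; Technique: Fluo-8 intracellular calcium fluorescence, ex 470-495, em 515-575 nm; Controls: oxytocin EC15 low and EC100 high; Replication: singlicate.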
CHO-K1 Ca PAM – M1 PAM counterscreen hit in parental CHO-K1 cells; hit rate 0.02% among 360,000; AID 602247; activation, % at 3 µM; ATP EC20, Fluo-8 calcium fluorescence; 0% at ATP EC20, 100% at ATP max;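 active = activation above the run cutoff, the mean activation of all test compounds plus 3 SD, cut at about 40% in these data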;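 note: peak over basal fluorescence ratio in a 140 s read after ATP addition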
M1 ag – agonists of human M1 muscarinic receptor; P11229; CHO-K1 hM1, Fluo-8 calcium fluorescence, agonist mode; 0% DMSO, 100% acetylcholine EC100; activation, % at 3 µM; hit rate 0.33% among 360,000;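 active = activation above the run's mean compound activation plus 3 SD, cut at about 16% in these data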;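 note: peak over basal fluorescence ratio within a 140 s kinetic read after compound addition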
Target sequence (P11229 whole entry, looked up): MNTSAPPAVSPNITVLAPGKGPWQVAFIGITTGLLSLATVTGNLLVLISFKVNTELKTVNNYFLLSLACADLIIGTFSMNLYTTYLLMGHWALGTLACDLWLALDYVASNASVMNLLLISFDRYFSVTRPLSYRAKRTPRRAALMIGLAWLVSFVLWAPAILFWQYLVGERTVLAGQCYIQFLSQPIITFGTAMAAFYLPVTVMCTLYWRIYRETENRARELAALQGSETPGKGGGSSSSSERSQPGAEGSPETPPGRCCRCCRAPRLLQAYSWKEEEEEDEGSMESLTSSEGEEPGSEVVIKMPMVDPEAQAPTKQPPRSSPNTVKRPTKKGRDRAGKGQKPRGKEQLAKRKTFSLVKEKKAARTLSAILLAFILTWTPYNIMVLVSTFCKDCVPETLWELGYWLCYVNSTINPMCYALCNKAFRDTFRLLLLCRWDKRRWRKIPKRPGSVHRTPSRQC
Numbers without * were called inactive; / = not tested or not shown.

SMILES | TAAR1 antagonist | CHO parental Ca | V1R ag counter | TAAR1 agonist | CHO-K1 Ca antag | M1 ag parental | OXTR potentiator | CHO-K1 Ca PAM | M1 ag
COc1cccc(-c2nn(Cc3ccccc3)cc2CO)c1 | -13 | 1 | 0.9 | 5 | -24 | 2.7 | -10 | 11 | 1
C=CCN1C(=O)/C(=C/c2ccc(O)cc2)S/C1=N/c1nccs1 | 29 | -15 | 4.7 | 10 | -11 | 2.4 | -11 | 17 | -2
O=C1C=CC(=O)N1c1ccc(O)cc1 | -2 | -4 | 0.8 | 3 | -11 | 0.8 | 1 | 7 | -1
CCn1c(-c2cccnc2Cl)nc2ccccc21 | -4 | -4 | -0.3 | 5 | 9 | -0.2 | 3 | -6 | -6
COc1ccc(S(=O)(=O)N(C)CC(=O)NCc2cccnc2)cc1C | -10 | -9 | -0.5 | 9 | -8 | 0.1 | 2 | 17 | -5
Cc1cc(C(=O)C(C)OC(=O)c2ccc(NC(=O)CC#N)cc2)c(C)n1-c1ccc(OC(F)F)cc1 (configuration not stated) | 14 | -2 | 1.6 | 1 | 2 | 0.2 | -6 | -12 | -6
COc1ccc(NC(=O)C2(C)Cc3c(-c4ccccc4)ccnc3O2)cn1 (configuration not stated) | -38 | / | / | 3 | -2 | 1.9 | / | 10 | -2
O=C(CSc1nc(C2CC2)nc2ccccc12)Nc1ccc2c(c1)OCCO2 | -3 | -17 | -0.1 | 2 | -9 | 0.9 | 6 | 22 | -5
CCCc1nc2ccccc2c(=O)n1/N=C/c1ccc(O)cc1O | 33 | -17 | 2.3 | 2 | -9 | 0.5 | -1 | 12 | -4
COc1ccccc1-c1c(C)[nH]n2c(=O)c(Cc3ccccc3)c(C)nc12 | 15 | -20 | 2.1 | 8 | -4 | 14 | -3 | 17 | 1
O=c1c2cc(-c3ccccc3)sc2ncn1/N=C/c1ccco1 | 0 | -15 | -0.1 | 1 | -5 | 0.0 | -16 | 17 | -4
Cc1ccc(CNC(=O)CCS(=O)(=O)c2cc3c(cc2C)NC(=O)CO3)cc1 | -30 | -7 | 0.7 | 4 | -1 | 0.2 | -2 | -11 | -2
CCC(C)CCN1C(Nc2ccccc2)=NC[C@@H]1C (some centres not stated) | -3 | -19 | 0.1 | 8 | -14 | 0.1 | -1 | 4 | -8
CCOC(=O)Cn1c(C)cc(=O)c2ccccc21 | 10 | 4 | 1.7 | 7 | -3 | 2.0 | -1 | 8 | 2
O=C(OCCN=C1NS(=O)(=O)c2ccccc21)C1CC(=O)N(c2ccc(Cl)cc2)C1 (configuration not stated) | -5 | -4 | -0.6 | 1 | -11 | 0.3 | -18 | 17 | -1
CCN(Cc1cccc(F)c1)C(=O)c1ccc2ccccc2n1 | -10 | -17 | -1.3 | -1 | -9 | 0.3 | -12 | -7 | -2
Cn1c(=O)[nH]c(=O)c2c1nc(N1CCCCC1)n2CC(O)COc1ccc([N+](=O)[O-])cc1 (configuration not stated) | 19 | -6 | 0.8 | 10 | -1 | 3.1 | -1 | 12 | 0
O=C1C(c2ccncc2)N(CCC2=CCCCC2)C(=O)CN1C1CCCCC1 (configuration not stated) | -7 | -22 | 0.8 | 8 | -22 | 0.6 | 1 | 18 | -6
CN(C)S(=O)(=O)c1ccc(N2CCCC2)c(C(=O)Nc2nc3ccccc3s2)c1 | -5 | -8 | 2.3 | 6 | -6 | 0.1 | -3 | 0 | -10
O=C(Nc1ccc(F)cc1)c1cc(Cl)sc1Cl | -13 | -2 | -1.5 | -3 | 3 | 6.0 | -9 | 9 | -1
CCOc1ccccc1N1CCN(C(=O)c2cc3c(s2)CCC3)CC1 | -2 | -18 | -1.8 | 3 | -13 | 0.5 | -15 | 11 | -2
COC(=O)c1sc(N)c(C(=O)OC)c1COC(=O)CNS(=O)(=O)c1ccc(C)c(C)c1 | -2 | -22 | -1.0 | 0 | -6 | 0.7 | -10 | 18 | 1
Cc1cc(-c2nnc(CCC(=O)NC(C)(C)C34CC5CC(CC(C5)C3)C4)o2)no1 | -15 | -15 | -0.5 | 3 | -3 | 0.3 | -13 | 13 | -3
O=C(Nc1nnc(SCCC2OCCO2)s1)C1CC(=O)N(c2ccc(F)cc2)C1 (configuration not stated) | -2 | -4 | 1.3 | 1 | 7 | 1.1 | -6 | -21 | -4
Cc1ccc(C(=O)N2CCN(c3ncccn3)CC2)cc1S(=O)(=O)N1CCCCC1 | -3 | -5 | -0.3 | 1 | -14 | 1.2 | -5 | 11 | -6
CC(C)Cn1c(SCC(=O)NC2CC2)nc2ccc(Cl)cc2c1=O | -20 | / | / | 4 | 2 | 0.0 | / | 14 | -1
CCOC(=O)C1CCN(C(=O)c2ccc(Cl)c(Cl)c2)CC1 | -5 | -4 | -0.2 | 5 | 4 | 2.5 | -6 | 9 | -4
COc1cccc(CNC(=O)Cc2csc(Nc3nc(=S)[nH]c4ccccc34)n2)c1 | -3 | -11 | -0.1 | 2 | -5 | 1.9 | -1 | 1 | -1
O=C(Cc1ccccc1)Nc1ccc(NC(=O)c2cccs2)cc1 | -3 | 7 | 4.1 | 12 | -12 | 1.3 | -17 | 10 | -3
Cc1ccc(C(=O)Nc2ccc(S(=O)(=O)NCc3ccco3)cc2)cc1 | -12 | -1 | 3.2 | 7 | -8 | 3.1 | -4 | 15 | -5
COC(=O)C1=C(C(=O)OC)[C@@H]2N(Cc3ccccc3)c3ccccc3[C@@]23C[C@@H](C(=O)OC)N(C(=O)CC(C)C)C3=N1 | 19 | -31 | 0.3 | 0 | -19 | -0.2 | -4 | 7 | -3
Cc1ccc(C(=O)NC2CCCCCC2)cc1N1CCCC1=O | 7 | 0 | 0.5 | 0 | -15 | 1.1 | -4 | 26 | -5
O=C(O)c1cc(Nc2cc(Cl)c3nonc3c2[N+](=O)[O-])ccc1O | -6 | -1 | -0.5 | 2 | -9 | 0.0 | -8 | 11 | -3
O=C(NCCCn1cccn1)c1cc(COc2ccccc2)on1 | 3 | / | / | 2 | -6 | 0.4 | / | 15 | -2
CC/C(=N\NC(N)=O)c1ccc(OC)c(OC)c1 | -19 | -13 | 1.3 | 2 | -12 | 1.6 | 0 | 3 | -4
COc1ccccc1N1CCN(S(=O)(=O)c2ccc(-c3cnc(C4CC4)o3)cc2)CC1 | 3 | -3 | 0.7 | 2 | -7 | 0.5 | -5 | -9 | -6
CCOc1ccc(C(=O)Nc2nc(C)cc(C)n2)cc1[N+](=O)[O-] | -8 | -7 | 0.0 | -1 | 10 | 0.1 | -8 | -6 | 1
CCC(=O)N(Cc1cc2cc(OC)ccc2[nH]c1=O)c1ccccc1OC | -4 | / | / | 2 | 7 | 1.1 | / | -4 | 2
CC1=C(C(=O)OC(C)C)C(c2cccc(F)c2)n2ncnc2N1 (configuration not stated) | -16 | -9 | -1.0 | -2 | -4 | 0.5 | 5 | 7 | -7
CCc1ccc(-n2c(SCC(=O)c3ccc4c(c3)NC(=O)CO4)nc3ccccc3c2=O)cc1 | -13 | 4 | -0.6 | 1 | -12 | 0.9 | -10 | 8 | -5

Part of the list above in order of formula weight, lowest first:
SMILES | TAAR1 antagonist | CHO parental Ca | V1R ag counter | TAAR1 agonist | CHO-K1 Ca antag | M1 ag parental | OXTR potentiator | CHO-K1 Ca PAM | M1 ag
CCC(=O)N(Cc1cc2cc(OC)ccc2[nH]c1=O)c1ccccc1OC | -4 | / | / | 2 | 7 | 1.1 | / | -4 | 2
COc1ccccc1N1CCN(S(=O)(=O)c2ccc(-c3cnc(C4CC4)o3)cc2)CC1 | 3 | -3 | 0.7 | 2 | -7 | 0.5 | -5 | -9 | -6
COC(=O)C1=C(C(=O)OC)[C@@H]2N(Cc3ccccc3)c3ccccc3[C@@]23C[C@@H](C(=O)OC)N(C(=O)CC(C)C)C3=N1 | 19 | -31 | 0.3 | 0 | -19 | -0.2 | -4 | 7 | -3

The results go on:
SMILES | TAAR1 antagonist | CHO parental Ca | V1R ag counter | TAAR1 agonist | CHO-K1 Ca antag | M1 ag parental | OXTR potentiator | CHO-K1 Ca PAM | M1 ag
O=C(COC(=O)/C=C/c1ccc(Cl)cc1)NC1CC1 | -23 | -13 | 3.6 | 5 | -3 | 2.3 | -1 | -2 | -3
COc1ccc(Cc2nnc(SC)n2-c2ccc(F)cc2)cc1OC | / | / | / | / | -11 | 1.5 | / | 27 | -3
O=C(O)/C=C\C(=O)Nc1ccc(F)c(F)c1F | -21 | -10 | -1.0 | 5 | -2 | -0.3 | 2 | -13 | -1
O=C(Cc1ccc(F)cc1)Nc1nc(-c2ccc(F)c(F)c2)cs1 | 74* | / | / | 10 | 7 | 3.6 | / | 4 | -7
FC(F)(F)c1cccc(OCCN2CCN(Cc3ccccc3)CC2)c1 | -15 | -14 | 0.1 | 0 | 1 | 0.4 | -5 | 7 | -8
CC(OC(=O)/C=C/c1cccc(Cl)c1)C(=O)NC1CCCCC1C (configuration not stated) | -17 | -8 | 0.4 | 5 | 0 | 1.0 | -6 | -9 | -3
CCOC(=O)C1=C(CBr)NC(=O)NC1C (configuration not stated) | -13 | -16 | 0.9 | 1 | -11 | 0.0 | 1 | -3 | -1
CCc1ccccc1Nc1nc2ccccc2n1C(C)C | -1 | -6 | 0.7 | 6 | -1 | 1.5 | -2 | 16 | -15
CCOC(=O)c1c(-c2ccccc2)csc1NC(=O)C(C)NCc1ccco1 (configuration not stated) | 44 | -35 | 3.5 | 5 | -13 | 0.0 | -10 | 18 | -10
CN1C(=S)NC(C)(C)CC1(C)c1ccc(O)cc1O (configuration not stated) | 9 | -5 | 0.2 | -2 | -14 | 0.1 | -1 | 25 | -9
O=C(CSc1oc(-c2ccco2)nc1S(=O)(=O)c1ccccc1)NCC1CCCO1 (configuration not stated) | 0 | 4 | 0.3 | 7 | 5 | 0.4 | -13 | 6 | -5
N#CC1=C2SCN(Cc3ccco3)CN2C(=O)CC1c1cccc2ccccc12 (configuration not stated) | 18 | -17 | 0.5 | 2 | -1 | 0.2 | -4 | 4 | -6
O=C(Nn1cnc2ccccc2c1=O)c1ccccc1Cl | 10 | 5 | 0.1 | 7 | -14 | 0.6 | -2 | 7 | -1
COc1ccc(/C(N)=N/OC(=O)CCC2CCCC2)cc1OC | -2 | -10 | -0.9 | -2 | -16 | 2.2 | -8 | 8 | -4
CC(C)(C)c1ccc(/C=N/n2cnnc2)cc1 | -17 | -3 | 0.8 | 3 | -12 | 0.2 | -1 | 3 | -2
CC(C)CCNC(=O)c1cc(S(=O)(=O)N2CCCCC2)ccc1N1CCOCC1 | -7 | -31 | -0.9 | 5 | -10 | 0.8 | -5 | 15 | -3
O=C1C2C3CC(C(Br)C3Br)C2C(=O)N1c1nccs1 (configuration not stated) | -23 | -1 | -0.4 | 3 | -1 | 1.8 | -8 | 10 | -2
